KinaseGlo FLuc = Kinase-Glo luciferase inhibition (counter-screen). Potency, µM (doses to about 38.3 µM), for inactives: at the top dose activity change, negative = inhibition, hits mostly inhibitors. Kinase-Glo luciferase, ATP luminescence, 8 min. Q27757. AID 1379. hit rate 0.28% among 200,000; also: % is scaled to controls: 0 for no effect and ±100 for the full control effect; nearly all actives have a fitted effect of over 60% in size
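Light output from Kinase-Glo luciferase with luciferin and 10 uM ATP in 50 mM imidazole pH 7.2, KCl, MgCl2, Tween 20, BSA; compound pin-delivered, 8-min ambient incubation, then luminescence read.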
Tau fibril ThT = inhibitors of human tau fibril formation, thioflavin T binding; P10636; recombinant tau K18 P301L (four-repeat tau fragment), heparin-induced fibrillization, ThT fluorescence; Potency, µM (titrated, usually from 57.4 µM), inactives show top-dose activity, negative = inhibition, actives largely listed as inhibitors; hit rate 2.1% among 270,000; also: % is scaled to controls: 0 for no effect and ±100 for the full control effect; nearly all actives have a fitted effect of over 55% in size
Target sequence (P10636 561-689 P618L limits assumed): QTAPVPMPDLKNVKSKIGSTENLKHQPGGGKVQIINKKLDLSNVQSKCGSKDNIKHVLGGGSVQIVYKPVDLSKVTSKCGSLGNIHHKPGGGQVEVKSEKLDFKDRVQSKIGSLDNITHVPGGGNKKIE
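Heparin-induced fibrillization of the P301L-mutant K18 repeat-domain fragment of human tau was followed by ThT binding in quantitative high-throughput format.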
SMN2 splice enh = increases expression of the SMN2 splice variant. Potency, µM (top dose mostly 46.1 µM), without a hit: at the top dose activity change, positive = activation, hits mostly activators. hit rate 2.8% among 210,000. HEK293 SMN2-luciferase splicing reporter, luminescence, 30-36 h. AID 1458; also: % of control where 0% means no effect; nearly all actives have a fitted effect of over 55% in size
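HEK293 cells carry an SMN2 […]–luciferase reporter in which exon 7 inclusion puts luciferase in frame. Cells were plated 10-12 h before compound addition, then incubated 30-36 h at 37C. ONE-Glo luminescence was read; sodium butyrate at 4.5 mM final served as control.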
LMNA splice mod = modulators of lamin A splicing. HeLa LMNA splicing GFP/RFP minigene ratio, 48 h. Potency, µM (series often up to 46.1 µM), inactives show at the top dose ratio change, negative = inhibition, usual class: inhibitors. hit rate 0.01% among 200,000. AID 1487; active = well fitted inhibition curve with a large enough effect in the signal ratio, with a control signal flat, not every such curve was filed as active; inconclusive = small, poorly fitted or top-dose-only effect, or effect the other way, or a change in a side signal; the % refers to the signal ratio; also: % is scaled to controls: 0 for no effect and ±100 for the full control effect
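S3 HeLa stable clones carrying a lamin A-EGFP splicing minigene plus DsRed2 were seeded at 600 cells/well in Opti-MEM with 2% FBS, pin-dosed and incubated 48 h at 37°C. Acumen cytometry (488 nm) gave the GFP/RFP total-intensity ratio.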
L3MBTL1 block = blocks human L3MBTL1 | Potency, µM (titrated, usually from 57.1 µM), without a hit: top-dose activity, negative = inhibition, actives largely listed as inhibitors | AlphaScreen L3MBTL1–H3K9me1 peptide binding | AID 485360 | Q9Y468 | hit rate 0.66% among 230,000; also: % is scaled to controls: 0 for no effect and ±100 for the full control effect; nearly all actives have a fitted effect of over 60% in size
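First, the protein-peptide complex forms for 30 min at room temperature (L3MBTL1 50 nM, biotinylated H3K9me1 peptide 75 nM). Next, compounds are pin-transferred and incubated 30 min. Finally, AlphaScreen beads are added and read after 30 min.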
RECQ1 inh = RECQ1 (human) helicase inhibition | RECQ1 DNA unwinding, red fluorescence kinetic read | hit rate 0.54% among 240,000 | Potency, µM (series often up to 57.3 µM), for inactives: top-dose activity, negative = inhibition, most hits filed as inhibitors | AID 2549 | P46063;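 also: plate controls were vehicle for no effect and no enzyme for full effect; nearly all actives have a fitted effect of over 30% in size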
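RECQ1T1 50 nM; forked duplex (20 bp + 30-nt ss tails) 200 nM, ATP 2 mM final; pH 8.0, 2 mM MgCl2, 2.5 ug/ml poly(dI-dC); 15 min compound preincubation; discontinuous kinetic read over 2 h at RT.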
JMJD2E inh = inhibitors of human JMJD2E histone demethylase; JMJD2E catalytic domain, FDH-coupled NADH fluorescence (FDH is formaldehyde dehydrogenase); B2RXH2; hit rate 1.6% among 230,000; Potency, µM (doses to about 57.1 µM), for the others: top-dose activity change, negative = inhibition, usual class: inhibitors; active = well fitted inhibition curve with a large enough effect, not every such curve was filed as active; inconclusive = small, poorly fitted or top-dose-only effect, or another doubt; inactive = no such curve, though single readings can be large or run the other way;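 also: 0% = wells with enzyme and -100% = buffer wells without enzyme; nearly all actives have a fitted effect of over 50% in size; many of its hits are not listed in these tables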
Target sequence (B2RXH2 1-337 limits assumed): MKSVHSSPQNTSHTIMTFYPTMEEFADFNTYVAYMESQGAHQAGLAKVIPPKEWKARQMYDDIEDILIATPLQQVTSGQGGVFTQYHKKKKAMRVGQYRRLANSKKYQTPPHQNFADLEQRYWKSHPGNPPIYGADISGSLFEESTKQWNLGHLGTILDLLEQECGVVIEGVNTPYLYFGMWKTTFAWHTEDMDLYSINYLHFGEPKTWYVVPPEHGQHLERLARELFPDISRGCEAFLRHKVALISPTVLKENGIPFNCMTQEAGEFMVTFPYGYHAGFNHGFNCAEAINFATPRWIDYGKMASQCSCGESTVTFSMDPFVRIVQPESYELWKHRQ
ALDH1A1 block = blocks purified human ALDH1A1 activity. Potency, µM (doses to about 75.3 µM), for the others: top-dose activity, negative = inhibition, most hits filed as inhibitors. P00352. Purified ALDH1A1, NADH fluorescence, propionaldehyde substrate. hit rate 7.3% among 220,000; active = well fitted inhibition curve with a large enough effect, not every such curve was filed as active; inconclusive = small, poorly fitted or top-dose-only effect, or another doubt; inactive = no such curve, though single readings can be large or run the other way;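 also: plate controls were no enzyme wells and a reference inhibitor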
Target sequence (P00352 whole entry, looked up): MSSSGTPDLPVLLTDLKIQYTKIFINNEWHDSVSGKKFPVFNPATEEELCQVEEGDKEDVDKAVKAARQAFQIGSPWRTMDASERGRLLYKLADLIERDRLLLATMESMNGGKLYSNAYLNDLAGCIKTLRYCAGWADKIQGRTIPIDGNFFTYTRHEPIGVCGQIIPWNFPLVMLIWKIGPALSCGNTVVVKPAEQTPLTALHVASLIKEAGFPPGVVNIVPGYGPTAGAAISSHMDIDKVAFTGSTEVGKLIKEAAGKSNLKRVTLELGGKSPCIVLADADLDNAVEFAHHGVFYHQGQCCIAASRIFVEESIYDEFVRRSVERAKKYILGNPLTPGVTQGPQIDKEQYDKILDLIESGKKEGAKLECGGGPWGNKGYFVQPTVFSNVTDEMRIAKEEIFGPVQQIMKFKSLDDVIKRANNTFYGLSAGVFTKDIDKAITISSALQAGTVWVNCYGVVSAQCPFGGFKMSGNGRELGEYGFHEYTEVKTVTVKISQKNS
The depositor's hits bear a star; i = inactive; u = inconclusive; x = not tested or not shown; & = joins results of further samples; [ ] = remark or other dose. Unless noted, calls follow the shape of the dose curve; as a rule, active = well fitted curve in the direction sought with a large enough effect; inconclusive = small, poorly fitted or top-dose-only effect, or another doubt; inactive = no such curve, though single readings can be large; an effect the other way counts as inactive or inconclusive. Potency is read from the fitted curve at half-maximal effect. The list is partial, so the mix of outcomes need not match the whole.

#	molecule	KinaseGlo FLuc	Tau fibril ThT	SMN2 splice enh	LMNA splice mod
1	COc1ccc2[nH]c(=O)c(CN(C(=O)c3ccncc3)C(C)C)cc2c1	1%	0%	u	-7%
2	Cc1[nH]c2ccccc2c1N=Nc1ccccc1F	-1%	13µM*	-18%	-4%[46 µM]
3	CCc1nnc(NS(=O)(=O)c2ccc(NC(=O)COc3ccc4ccccc4c3)cc2)s1	8%	10%	-14%	x
4	O=C1CC(c2cccc(Cl)c2)CC(O)=C1C=NC1CCCC1 (stereo not given)	-1%	-12%	-4%	u
5	Cc1ccc(S(=O)(=O)NNC(=O)c2cccs2)c(C)c1	1%	-5%	u	8%
6	Cc1sc2ncn(-c3ccccc3)c(=O)c2c1C	-3%	-13%	x	7%[46 µM]
7	CCOC(=O)N1CCN(C(=O)COc2cc(=O)n(C)c3ccccc23)CC1	-3%	-2%	u	13%
8	CCOC(=O)c1cnc(-c2ccccc2)nc1Oc1ccc(C)cc1	-1%	-8%	-11%	-9%
9	COc1cc([N+](=O)[O-])ccc1NC(=O)CN1CCOCC1	-1%	-3%	-17%	x
10	CC(C)(C)C(=O)NC(=S)NNC(=O)c1ccncc1	7%	-8%	-11%	u
11	CCOc1ccc(CN(C(=O)c2ccco2)C2CCS(=O)(=O)C2)cc1 (stereo not given)	0%	u	5%	6%
12	Cc1ccc(OCC(O)CN2CCN(c3ccccc3)CC2)cc1 (stereo not given)	-3%	u	4%	-5%
13	O/N=C/c1cccnc1Sc1ccccc1	-4%	4%	-15%	-6%[9.22 µM]
14	CCNC(=S)N1N=C2c3ccccc3CCC2C1c1ccc(F)cc1 (stereo not given)	x	u	x	x
15	CC(=O)Nc1nonc1-c1nc2ccccc2n1N(C(C)=O)C(C)=O	x	u	x	-2%

#	L3MBTL1 block	RECQ1 inh	JMJD2E inh	ALDH1A1 block
1	-4%	-3%	u	u
2	x	i	-2%	6%
3	-15%	i	0%	4%
4	7%	-3%	9%	-1%
5	5%	-1%	2%	3%
6	8%	14%	-3%	-4%
7	3%	-7%	-6%	4%
8	9%	i	-10%	-14%
9	-11%	i	6%	-88%
10	21%	i	-11%	-7%
11	-2%	i	6%	0%
12	-11%	-11%	3%	-2%
13	-6%	-1%	-11%	-1%
14	-1%	i	0%	x
15	u	-23%	u	u

Reformatted: 4 of the compounds above.
| nr | Molecule | KinaseGlo FLuc | Tau fibril ThT | SMN2 splice enh | LMNA splice mod | L3MBTL1 block | RECQ1 inh | JMJD2E inh | ALDH1A1 block |
| --- | --- | --- | --- | --- | --- | --- | --- | --- | --- |
| 10 | CC(C)(C)C(=O)NC(=S)NNC(=O)c1ccncc1 | 7% | -8% | -11% | u | 21% | i | -11% | -7% |
| 13 | O/N=C/c1cccnc1Sc1ccccc1 | -4% | 4% | -15% | -6%[9.22 µM] | -6% | -1% | -11% | -1% |
| 5 | Cc1ccc(S(=O)(=O)NNC(=O)c2cccs2)c(C)c1 | 1% | -5% | u | 8% | 5% | -1% | 2% | 3% |
| 14 | CCNC(=S)N1N=C2c3ccccc3CCC2C1c1ccc(F)cc1 (stereo not given) | x | u | x | x | -1% | i | 0% | x |

The results go on.
#	molecule	KinaseGlo FLuc	Tau fibril ThT	SMN2 splice enh	LMNA splice mod
16	CNS(=O)(=O)c1ccc(NC(=O)c2cncc(Br)c2)cc1	-8%	9%	9%	-6%[46 µM]
17	O=C(CSc1n[nH]c(-c2ccncc2)n1)NCCc1ccccc1	-1%	-3%	20%	8%
18	CS(=O)(=O)N1CCC(C(=O)NCc2ccc(F)cc2)CC1	1%	-2%	-11%	x
19	C=CCNC(=O)c1ccccc1Cl	-2%	-2%	-16%	0%
20	C=CCNC(=O)CSc1nnc(-c2ccncc2)n1CCc1ccccc1	0%	-16%	2%	-6%
21	O=C(Nc1nc2ccccc2n1CCN1CCOCC1)c1ccc(Cl)cc1	x	-7%	x	x
22	Cn1c(-c2ccc(C=O)s2)nc2c3ccccc3c3ccccc3c21	-2%	u	9%	9%
23	CC(C)(C)c1cc2cccnc2n1Cc1cccc(F)c1	-1%	5%	-7%	4%
24	Cc1ccc(S(=O)(=O)Nc2nc(C)c(C(=O)N/N=C/c3ccccc3)s2)cc1	2%	u	-37%[inhibitor]	x
25	COC(=O)c1ccc(NC(=O)CN2CCC(NC(=O)c3ccco3)CC2)cc1	-1%	-2%	-5%	21%[46 µM]
26	CC(C)C(=O)NCCc1nc2ccccc2n1C	2%	0%	3%	-9%
27	O=C(Nc1ccc(F)cc1)c1ccc(CSc2ccccc2)o1	-1%	-9%	-4%	u
28	N#Cc1c(NC(=O)c2cc([N+](=O)[O-])ccc2N2CCOCC2)sc2c1CCCC2	-5%	6%	-11%	16%
29	Cc1ccc(-c2nc(C)sc2CC(=O)OCC(=O)Nc2cccc([N+](=O)[O-])c2)cc1	2%	-10%	1%	2%
30	Cc1ccc(-n2c(C)nn(CCOc3ccccc3)c2=O)cc1	1%	9%	11µM*	x

#	L3MBTL1 block	RECQ1 inh	JMJD2E inh	ALDH1A1 block
16	-1%	i	12%	8%
17	9%[11.4 µM]	i	2%	3%
18	x	-5%	9%	3%
19	13%	i	2%	-3%
20	2%	9%	-1%	-10%
21	5%	-5%	u	x
22	x	-9%	u	i
23	-4%	-1%	u	-13%
24	x	3%	u	-7%
25	2%	i	-5%	8%
26	x	u	6%	8%
27	19%	u	0%	-1%
28	-11%	-2%	7%	-7%
29	-2%	-7%	-2%	4%
30	5%[11.4 µM]	-5%	-9%	-1%

(list continues)
#	molecule	KinaseGlo FLuc	Tau fibril ThT	SMN2 splice enh	LMNA splice mod
31	O=C(N/N=C\c1cn[nH]c1-c1ccccc1)c1cccs1	0%	-17%	19%	-5%
32	CC(c1nc2ccccc2c(=O)[nH]1)N1CCN(C)CC1 (stereo not given)	-2%	-10%	29%	1%
33	N#Cc1ccc(COC(=O)Cn2nnc(-c3ccccc3)n2)cc1	3%	-2%	0%	-6%
34	O=C(O)CCC(=O)Nc1ccc(N2CCCCC2)c(C(=O)O)c1	-5%	-1%	-11%	-3%
35	COC(=O)c1cccc(NC(=O)/C=C/c2ccc([N+](=O)[O-])cc2)c1	-2%	u	-10%	-9%
36	COc1ccccc1OCC(O)Cn1c(=N)n(CCN2CCCCC2)c2ccccc21 (stereo not given)	-2%	5%	-16%	-16%
37	CC(C)Cc1nnc(NC(=O)CCC(=O)Nc2ccc(F)cc2)s1	0%	-10%	-26%	0%
38	COc1ccc(-c2noc(CN(C)S(=O)(=O)c3ccc(C)cc3)n2)cc1	0%	-13%	-39%[inhibitor]	u
39	COc1ccc(Cl)cc1C(=O)n1nc(C)cc1C	0%	-3%	-3%	0%
40	CN1CCN(C(=O)c2cnn3c(C(F)F)cc(C4CC4)nc23)CC1	3%	0%	12%	-7%
41	CN(CCOC(=O)c1ccco1)Cc1ccccc1	9%	-7%	-16%	-3%
42	COc1ccc(-n2ncc(C(=O)N3CCN(c4ccc(F)cc4)CC3)c2C)cc1	x	-8%	x	x
43	C=CCn1c(SCC(=O)NCc2ccccc2)nnc1C1CCCCC1	-2%	-8%	-32%[inhibitor]	-4%
44	N#Cc1ccc(C23CC4(C2)[C@H](CN(Cc2cccnc2)[C@@H]4c2ccccc2)C3c2ccc(C(F)(F)F)cc2)cc1 (stereo not given in full)	0%	-17%	-39%[inhibitor]	x
45	Cc1ccc(C)c(OCCOCCN2CCOCC2)c1	-5%	-8%	x	-7%

#	L3MBTL1 block	RECQ1 inh	JMJD2E inh	ALDH1A1 block
31	0%	-10%	u	-7%
32	x	-4%	-2%	10%
33	9%	-7%	-4%	-12%
34	1%	i	u	9%
35	2%	-3%	7%	u
36	1%	-8%	5%	-4%
37	x	-13%	2%	1%
38	17%	u	1%	5%
39	x	13%	0%	4%
40	6%	-3%	-12%	0%
41	x	0%	2%	u
42	-1%	-2%	9%	x
43	-3%	i	4%	5%
44	x	-10%	-6%	1%
45	x	i	-5%	-9%

Quoted from above: compounds 44–45
#	molecule	KinaseGlo FLuc	Tau fibril ThT	SMN2 splice enh	LMNA splice mod
44	N#Cc1ccc(C23CC4(C2)[C@H](CN(Cc2cccnc2)[C@@H]4c2ccccc2)C3c2ccc(C(F)(F)F)cc2)cc1 (stereo not given in full)	0%	-17%	-39%[inhibitor]	x
45	Cc1ccc(C)c(OCCOCCN2CCOCC2)c1	-5%	-8%	x	-7%

#	L3MBTL1 block	RECQ1 inh	JMJD2E inh	ALDH1A1 block
44	x	-10%	-6%	1%
45	x	i	-5%	-9%

Later entries
#	molecule	KinaseGlo FLuc	Tau fibril ThT	SMN2 splice enh	LMNA splice mod
46	C[C@@H](C(=O)N1CCN(C(=O)OC(C)(C)C)CC1)n1cc(CCC(=O)O)nn1	x	-1%	x	x
47	CCN1/C(=C/C(C)=O)Sc2ccc(OC)cc21	0%&0%	u	-26%&-27%	u
48	CN1CCN(c2nnc(-c3ccccc3)c(-c3ccccc3)n2)CC1	x	u	x	x
49	CN=c1scc(-c2c[nH]c3ccccc23)n1C	4%	-8%	11%	x
50	Cc1ccc(C2=NN(C)c3nc4ccccc4n3C2)cc1	-5%	u	9%	u
51	Cc1ccc2sc(-c3ccc(NC(=O)CCN4C(=O)c5ccccc5C4=O)cc3)nc2c1	-1%	u	0.4µM*	-15%
52	COc1ccc(C(=O)/C=C/Nc2cccc(C)n2)cc1OC	-5%	u	13µM*	2%
53	NC1=Nc2cccc3cccc1c23	2%	u	2%	x

#	L3MBTL1 block	RECQ1 inh	JMJD2E inh	ALDH1A1 block
46	10%	-9%	6%	-2%
47	u	-2%&-28%	2%&-5%	u
48	0%	3%	2%	x
49	1%	-6%	-6%	u
50	x	5%	u	u
51	-1%	2%	u	7%
52	44%[activator]	i	u	u
53	-34%	u	u	3%

Screening results: PubChem BioAssay, National Center for Advancing Translational Sciences (NCATS)
